# Mito fusion act: mitochondrial division inhibition or fusion activation. S. cerevisiae fusion-defective mutant growth rescue, CellTiterGlo 48 h. Potency, µM (top dose mostly 46.1 µM), without a hit: top-dose growth rescue (activation), most hits filed as activators. 320,000 compounds, 0.23% hits;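 note: potency is the fitted concentration of half-maximal effect; % of control where 0% means no effect; nearly all actives have a fitted effect of over 45% in size; temperature-sensitive fusion mutants such as fzo1-1 at 37 °C on non-fermentable ethanol glycerol medium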
#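 Compounds are tested for their ability to restore growth of mitochondrial fusion-defective yeast strains at non-permissive 37C in YPEG medium over 48 hours. Viability is quantified by luciferase luminescence.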
# B2AR arrestin: recruits beta-arrestin to the human beta2-adrenergic receptor; P07550; beta-arrestin recruitment to beta2AR, cell-based reporter; Potency, µM (top dose mostly 46.1 µM), without a hit: at the top dose activation, hits mostly activators; 330,000 compounds, 0.02% hits;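 note: potency is the fitted concentration of half-maximal effect; 0% = DMSO controls and full agonism = EC100 isoproterenol or metaproterenol; nearly all actives have a fitted effect of over 65% in size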
# BCR signal inh: inhibitors of chronic active B-cell receptor signaling. ABC-DLBCL IkBa-CBG/CBR reporter, luminescence ratio, 4 h. Potency, µM (highest dose often 46.1 µM), inactives show at the highest dose ratio change, negative = lower green/red ratio, usual class: inhibitors. 340,000 compounds, 0.05% hits. AID 493014; active = well fitted inhibition curve with a large enough effect in the signal ratio, with a control signal flat, not every such curve was filed as active; inconclusive = small, poorly fitted or top-dose-only effect, or effect the other way, or a change in a side signal; the % refers to the signal ratio;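 note: potency is the fitted concentration of half-maximal effect; plate controls were basal doxycycline-induced cells for no effect and cells given 10 µM MG132 for full effect; MG132 reads +100%, hits lower the ratio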
#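 Compounds up to 46 uM were incubated four hours with TMD8 cells whose green CBG68 luciferase is fused to IkappaBalpha; red CBR luminescence normalised the signal, and concentration-effect curves were fitted to fusion, red and ratio data.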
# Tb PFK block: T. brucei PFK enzyme inhibition; Potency, µM (series often up to 57.5 µM), inactives show at the top dose activity, negative = inhibition, actives largely listed as inhibitors; 330,000 compounds, 0.17% hits; AID 485367; T. brucei PFK, ADP-Glo luminescence;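 note: potency is the fitted concentration of half-maximal effect; 0% = uninhibited 1x PFK enzyme wells and -100% = no-enzyme wells; nearly all actives have a fitted effect of over 60% in size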
#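 Activity is normalized to no-enzyme wells (full inhibition) and 1.25 nM enzyme wells (no inhibition). Reaction: 0.5 mM F6P, 0.1 mM ATP, 45 min RT, ADP-Glo luminescence; concentration-response curves fitted and classed by quality.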
# TSHR antag: human thyrotropin receptor antagonism. 330,000 compounds, 0.2% hits. AID 504810. TSHR-expressing cells, TSH-stimulated cAMP HTRF, 2 h; active compounds read low. activity change, negative = inhibition, % at 11.5 µM. P16473;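 active = activity change below a set negative limit, meaning inhibition stronger than a set level, cut at about -70% in these data; inconclusive = activity change between two set negative limits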; note: % is set by controls: 0 for no effect and ±100 for the full control effect
# Target sequence (P16473 whole entry, looked up): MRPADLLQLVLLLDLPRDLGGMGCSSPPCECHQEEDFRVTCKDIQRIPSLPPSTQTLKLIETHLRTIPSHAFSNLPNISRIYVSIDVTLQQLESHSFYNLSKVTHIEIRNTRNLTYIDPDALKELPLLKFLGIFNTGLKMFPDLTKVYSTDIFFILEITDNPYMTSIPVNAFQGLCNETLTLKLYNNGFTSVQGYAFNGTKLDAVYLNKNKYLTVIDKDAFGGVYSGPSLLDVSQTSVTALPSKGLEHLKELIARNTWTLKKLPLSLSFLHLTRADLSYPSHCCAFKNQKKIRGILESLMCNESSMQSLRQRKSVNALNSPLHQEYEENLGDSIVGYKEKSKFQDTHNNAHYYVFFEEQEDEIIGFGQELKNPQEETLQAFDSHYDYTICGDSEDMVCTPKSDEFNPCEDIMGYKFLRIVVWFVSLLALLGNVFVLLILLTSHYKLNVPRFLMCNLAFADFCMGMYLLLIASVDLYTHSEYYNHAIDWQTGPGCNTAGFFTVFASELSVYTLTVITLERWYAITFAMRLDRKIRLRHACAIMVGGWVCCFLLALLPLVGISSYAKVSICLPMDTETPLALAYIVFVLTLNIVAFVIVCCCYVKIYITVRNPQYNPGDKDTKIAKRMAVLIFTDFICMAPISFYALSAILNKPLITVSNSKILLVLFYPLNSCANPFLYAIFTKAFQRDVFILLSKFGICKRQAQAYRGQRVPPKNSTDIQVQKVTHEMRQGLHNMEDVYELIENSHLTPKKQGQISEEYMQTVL
#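 TSHR-expressing cells were treated with compounds, then stimulated with TSH at EC80 (4nM final) for 2 hours at 37 deg C. Cellular cAMP was measured by HTRF competition between lysate cAMP and cAMP-d2 for a cryptate-labelled anti-cAMP antibody.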
# ELG1 repair inh: inhibitors of ELG1-dependent DNA repair in HEK293T cells | HEK293T ELG1-luciferase reporter, luminescence, 16 h; DNA damage induced by 5-fluorouridine | Potency, µM (highest dose often 46.1 µM), without a hit: at the top dose activity change, negative = inhibition, usual class: inhibitors | 330,000 compounds, 2.3% hits | AID 504467; note: potency is the fitted concentration of half-maximal effect; % is set by controls: 0 for no effect and ±100 for the full control effect; nearly all actives have a fitted effect of over 55% in size
#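 Cells (2,000 per well) received 5-fluorouridine plus test compound or DMSO and were incubated 16 hr at 37 °C, 5% CO2. Luciferase activity was read by luminescence 30 min after ONE-Glo addition; signal suppression marked inhibition of damage-induced ELG1 function.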
# TCR act: T cell receptor activation; 330,000 tested, under 10 active; Potency, µM (series often up to 9.22 µM), for the others: top-dose activation of IL-2 secretion, hits mostly activators; primary human leukocytes, anti-CD3, IL-2 HTRF, 48 h; note: % of control where 0% means no effect
#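 Compounds are tested in HTS on primary human leukocytes co-incubated with a-CD3 beads for 48 hr. IL-2 output is measured by time-resolved FRET.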
# TSG101-PTAP inh: blocks PTAP/TSG101 interaction to inhibit HIV-1 budding. 340,000 tested, under 10 active. Potency, µM (highest dose often 115 µM), inactives show at the highest dose activity change, negative = inhibition, most hits filed as inhibitors. Fluorescence polarization, FITC-PTAP peptide / Tsg101 binding. Q99816; active = well fitted inhibition curve with a large enough effect in the main read-out, with a control signal flat, not every such curve was filed as active; inconclusive = small, poorly fitted or top-dose-only effect, or effect the other way, or a change in a side signal; inactive = no such curve, though single readings can be large or run the other way; note: potency is the fitted concentration of half-maximal effect; % of control where 0% means no effect
#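 FP read-out: FITC-PTAP peptide, 50 nM final, binding Tsg101 binding domain, 10 uM final; 20 min, r.t.; 10 mM HEPES pH 7.5, 0.15 M NaCl, 0.01% Tween 20, 3 mM EDTA, 0.1 mM TCEP.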
# uPA generation: blocks generation of uPA at the cell surface | 330,000 compounds, 0.31% hits | cell surface uPA generation assay, qHTS | Potency, µM (top dose mostly 38.3 µM), without a hit: at the top dose activity change, negative = inhibition, most hits filed as inhibitors | AID 540303; active = well fitted inhibition curve with a large enough effect; inconclusive = small, poorly fitted or top-dose-only effect; inactive = no such curve, though single readings can be large or run the other way; tested in mouse RAW 264.7 cells; note: potency is the fitted concentration of half-maximal effect; % is set by controls: 0 for no effect and ±100 for the full control effect; nearly all actives have a fitted effect of over 55% in size
# Eya2 inh: inhibitors of human Eya2 phosphatase activity; O00167; recombinant Eya2, OMFP fluorescence dephosphorylation (OMFP is methylfluorescein phosphate); Potency, µM (titrated, usually from 76.9 µM), inactives show top-dose activity, negative = inhibition, usual class: inhibitors; 330,000 compounds, 0.006% hits; note: potency is the fitted concentration of half-maximal effect; % is set by controls: 0 for no effect and ±100 for the full control effect
#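 Eya2 (0.2 uM) preincubated 10 min at ambient with compound, then OMFP substrate added at 50 uM; 10 min reaction in 50 mM HEPES pH 7.5, 50 mM NaCl, 5 uM MgCl2, 0.05% BSA, 1 mM DTT. Fluorescence read at Ex 485/Em 525 nm.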
# USP2a block: inhibitors of human ubiquitin-specific protease USP2a; O75604; 330,000 compounds, 0.01% hits; USP2 core, Ub-CHOP2 coupled fluorogenic reporter, 485/531; Potency, µM (doses to about 38.3 µM), for the others: at the top dose activity change, negative = inhibition, actives largely listed as inhibitors;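 note: potency is the fitted concentration of half-maximal effect; plate controls were DMSO wells for no effect and full inhibition by NEM control for full effect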
#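 Deubiquitinase activity read as fluorescence (485/531 nm) after Ub-CHOP2 cleavage activates the enterokinase reporter on its substrate; USP2 core 10nM, Ub-CHOP2 and substrate 25nM each, 30min compound preincubation then 60min RT; data normalized to NEM, curves fitted.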
# Starred values were filed as active, the others as inactive; ? = inconclusive; · = no result given; [ ] = remark or other dose. Unless noted, calls come from the whole dose curve; as a rule, active = well fitted curve in the direction sought with a large enough effect; inconclusive = small, poorly fitted or top-dose-only effect, or another doubt; inactive = no such curve, though single readings can be large; an effect the other way counts as inactive or inconclusive.
SMILES,Mito fusion act,B2AR arrestin,BCR signal inh,Tb PFK block,TSHR antag,ELG1 repair inh,TCR act,TSG101-PTAP inh,uPA generation,Eya2 inh,USP2a block
CC1(C)CC(=O)C2=C(C1)OC1OC(=O)CC21C (stereo unspecified),-9%,-0.1%,-11%,-4%,-4,5%,5%,3%,8%,-19%,0%
CN(C)S(=O)(=O)c1ccc(NC(=O)CSc2nc3ccccc3n2-c2ccccc2)cc1,13%,5.3%,?,6%,6,?,1%[46.1 µM],-6%,-1%,-12%,-2%
O=c1[nH]c2ccccc2nc1/C=C/c1ccccc1,0%,-0.7%,?,0%,4,?,-4%,2%,-10%,7%,-1%
Cc1nn(CC(=O)N2CCOCC2)c(=O)c2ccccc12,-2%,-0.5%,-2%,-1%,9,8%,-1%,-3%,0%,-8%,0%
Cc1cc(=O)[nH]c(SCC(=O)NC(c2ccccc2)c2ccccc2)n1,-2%,0.0%,0%,-3%,3,8%,-5%,0%,2%,9%,3%
O=C(COc1ncnc2ccccc12)Nc1cc([N+](=O)[O-])ccc1F,0%,0.1%,-2%,-13%,5,?,-5%,-1%,-2%,6%,-5%
O=C(COC(=O)C1CCCCC1C(=O)N1CCc2ccccc21)NCc1ccco1 (stereo unspecified),5%,-0.2%,-1%,?,2,-16%,3%,2%,-5%,1%,-2%
NC(=O)Nc1ccc(C(=O)OCC(=O)NCc2ccc3c(c2)OCO3)cc1,0%,2.8%,-10%,0%,7,7%,·,0%,20%,16%,-2%
CN(C)c1cc(C(F)(F)F)nc(-c2ccccn2)n1,-7%,-0.2%,-12%,-4%,6,12%,3%,-4%,·,-29%,0%
CC(C)CCNC(=O)CCc1nnc(COc2ccccc2)o1,7%,0.3%,6%,1%,-7,11%,-7%,0%,0%,-2%,0%
O=C(N/N=C/c1ccc2c(c1)OCO2)C1CC1,0%,-0.2%,?,1%,9,?,9%,-2%,-8%,10%,-1%
O=C(COc1ccc2ccccc2c1)Nc1ccccc1C(=O)O,16%,-0.1%,?,17%,-16,?,-1%,-2%,-3%,2%,4%
CC(=O)Cc1nsc(NC(=O)c2cccs2)n1,-2%,0.0%,?,-11%,12,28%,2%,-11%,-4%,-4%,1%
COc1ccc(/C=C/C(=O)c2cc3cccc(OC)c3oc2=O)cc1,14%,-0.8%,-12%,-2%,-11,0%,7%,-4%,-10%,-24%,3%
COc1cccc(-c2sc3ccc(OC)cc3c2C#CC2(O)CCCCC2)c1,?,0.1%,8%,0%,15,-20%,9%,0%,0%,0%,-6%
O=C(CN1CCC(C(=O)c2ccc3c(c2)OCCO3)CC1)NCc1ccc(F)cc1,0%,-0.3%,?,2%,5,-10%,8%,-4%,2%,-17%,-2%
O=C(O)CSc1nnc(-c2cccnc2)n1Cc1ccccc1,2%,-0.1%,8%,3%,-2,0%,1%,-6%,3%,-4%,0%
CCCc1cc(=O)[nH]c(SCC(=O)Nc2ccc([N+](=O)[O-])cc2C#N)n1,2%,-0.8%,10%,0%,3,-29%,3%,-3%,11%,-3%,2%
Cc1ncc(CO)c(/C=N/N=C/c2ccccc2O)c1O,-3%,0.0%,0%,3%,4,?,-1%[46.1 µM],-6%,2%,6%,1%
CCc1ccc(/C=N/NC(=O)c2cc(C3CC3)nc3ccccc23)s1,-2%,0.4%,?,0%,9,?,-6%,-4%,-13%,19%,-4%
Cc1noc(C)c1CSCC(=O)Nc1cc(C(F)(F)F)ccc1N1CCOCC1,1%,-0.3%,-5%,-2%,1,-20%,3%,-5%,10%,-5%,-2%
O=C(O)CN(c1ccccn1)S(=O)(=O)c1ccc(Cl)cc1,-1%,0.3%,7%,-1%,2,-1%,-1%,-4%,-1%,1%,3%
COc1ccc(-c2cnnn2-c2ccc(NC(=O)c3ccc(S(=O)(=O)N4CCCCC4)cc3)cc2)cc1,-3%,-0.6%,?,-4%,-12,?,-1%[46.1 µM],0%,0%,0%,0%
O=C(c1cccc(F)c1)N1CCC(N2CCOCC2)CC1,1%,3.0%,20%,-17%,20,?,-3%,-1%,-5%,-7%,4%
CC(=O)c1ccc(NC(=O)NC2CCCc3ccccc32)cc1 (stereo unspecified),5%,-0.8%,?,4%,-14,-1%,4%,-4%,?,-19%,1%
CNC(=O)Cn1c(C)cc(=O)c2cccc(C)c21,2%,-0.1%,-20%,2%,-8,22%,-3%,-2%,-6%,0%,-1%
COc1ccccc1NC(=O)C/C(N)=N/O,1%,-0.1%,-9%,0%,-5,18%,-8%,-1%,3%,-5%,2%
O=[N+]([O-])c1ccc2ncnc(Nc3ccc4c(c3)OCCO4)c2c1,-3%,-0.4%,1%,1%,14,?,0%,0%,-2%,-11%,-1%
CCc1ccc(N(CC(=O)NCCc2ccccc2)C(=O)CCC(=O)Nc2ccccn2)cc1,5%,-0.2%,-5%,-2%,-4,-13%,-6%,-6%,-1%,-14%,2%
CCN1CCN(CCNC(=O)c2ccc(CS(=O)c3ccc(Br)cc3)o2)CC1 (stereo unspecified),-1%,0.4%,-5%,-6%,-3,-4%,0%,-5%,6%,0%,3%
O=C(CSc1ccc2nnc(-c3cccnc3)n2n1)Nc1cccc(F)c1,-4%,-0.1%,1%,2%,14,1%,-6%,0%,-19%,4%,4%
CN(CC1CCCO1)S(=O)(=O)c1ccc(C(=O)Nc2ccc(F)cc2)cc1 (stereo unspecified),10%,-0.2%,-2%,-18%,10,4.1µM*,-9%,-3%,10%,-9%,-1%
O=C(COC(=O)COc1ccc2c(c1)CCC2)Nc1ccccc1,3%,0.3%,-14%,-1%,-8,?,8%,-4%,18%,-19%,1%
Cc1nc2ccccc2c(=O)n1NC(=O)c1ccccc1Cl,1%,2.9%,0%,2%,6,-9%,7%,-5%,-3%,10%,-1%
CCn1c(=N)c(C(=O)NCCCOC)cc2c(=O)n3cccc(C)c3nc21,-2%,0.2%,?,-1%,11,-17%,-1%,-7%,-14%,-14%,-2%
COc1ccc(C2=NOC(Cn3nc(-c4ccccc4)cc3C(=O)O)C2)cc1 (stereo unspecified),-5%,0.4%,-4%,-6%,-3,?,-1%,·,?,8%,0%
COc1ccc2c(c1)c1nc(SCC(C)C)n(CCO)c(=O)c1n2C,0%,0.5%,0%,-2%,1,-4%,-3%,-1%,-1%,-4%,-2%
Cc1cc(C)n(-c2ccc(C(C)C)cc2)c(=O)c1C#N,-3%,-0.1%,2%,-2%,1,-5%,1%,-4%,-5%,11%,0%
CCn1c(Cc2ccccc2)nnc1SCC(=O)Nc1ccc2c(c1)OCO2,4%,0.0%,0%,2%,15,-1%,-1%,0%,3%,17%,0%
CCc1sc(NC(=O)CN2CCC(C(N)=O)CC2)nc1-c1ccccc1,0%,-0.6%,?,-3%,-8,-10%,·,0%,7%,8%,-2%
O=C(NC1CCS(=O)(=O)C1)c1cccs1 (stereo unspecified),0%,0.5%,-15%,-5%,6,29%,5%,-1%,7%,16%,3%
CCOC(=O)C1CCCN(C(=O)CN2C(=O)COc3ccc(C(C)(C)C)cc32)C1 (stereo unspecified),3%,0.0%,-2%,0%,4,-7%,10%,-1%,3%,7%,3%
NS(=O)(=O)c1ccc(NC(=O)/C=C/c2ccco2)cc1,-9%,0.1%,?,-13%,-11,16%,-5%,-3%,-15%,4%,4%
COc1ccc(-c2cc(C3CCN(C(=O)OC(C)(C)C)CC3)[nH]n2)cc1,0%,-0.3%,?,0%,-13,-20%,3%,-1%,0%,-6%,1%
Cc1cccc(C2c3[nH]c4ccccc4c3CCN2C(=O)CN2CCOC2=O)n1 (stereo unspecified),-3%,0.5%,-3%,0%,-2,7%,1%,5%,0%,-7%,-1%
COc1cccc(-c2nnc(SCC(=O)Nc3cc(C)on3)n2C)c1,4%,-0.7%,6%,6%,22,-19%,·,-6%,7%,-32%,4%
COc1ccccc1N1CCN(C(=O)C2CCCCN2S(=O)(=O)c2ccc(C)cc2)CC1 (stereo unspecified),-1%,-0.2%,-1%,2%,-28,?,-4%,-3%,5%,0%,-2%
COc1cc(-c2nc(C)c(C(C)=O)n2O)ccc1OCC(=O)Nc1ccc(F)cc1,-6%,-0.1%,?,-3%,-8,?,2%,0%,-11%,4%,0%

# Source: PubChem BioAssay (National Center for Advancing Translational Sciences (NCATS))
